EBNA-1 inhibitor: EBNA-1 DNA-binding inhibitors, primary screen, biochemical, fluorescence polarization; inhibition, % at 14.8 µM; hit rate 0.34% among 300,000; in the data active = inhibition above about 28%
MCL1-BIM inh: inhibitors of MCL1 binding to BIM-BH3, primary screen, biochemical, fluorescence polarization. Induced myeloid leukemia cell differentiation protein Mcl-1 (Homo sapiens), Q07820. GST-MCL1 / FITC-Bim-BH3 fluorescence polarization. inhibition, % at 10.9 µM. hit rate 0.68% among 320,000;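 active = inhibition above the mean inhibition of all tested compounds plus 3 SD, set per campaign, cut at about 40% in these data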;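 also: 0% = DMSO wells and 100% = unlabeled Bim-BH3 peptide control; higher means more loss of mP so more displacement of Bim peptide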
Target sequence (Q07820 whole entry, looked up): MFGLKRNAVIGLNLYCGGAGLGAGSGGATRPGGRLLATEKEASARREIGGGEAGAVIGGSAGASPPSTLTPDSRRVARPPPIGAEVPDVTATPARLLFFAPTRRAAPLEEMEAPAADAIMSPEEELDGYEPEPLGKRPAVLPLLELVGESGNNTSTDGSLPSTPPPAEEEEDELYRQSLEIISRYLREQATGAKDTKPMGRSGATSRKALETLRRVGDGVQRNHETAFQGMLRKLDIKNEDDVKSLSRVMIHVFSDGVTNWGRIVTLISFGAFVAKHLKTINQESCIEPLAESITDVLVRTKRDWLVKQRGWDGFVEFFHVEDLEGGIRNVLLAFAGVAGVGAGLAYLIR
GLD-1 TGE inh: GLD-1/TGE RNA complex disruptors, primary screen, biochemical, fluorescence polarization; hit rate 0.44% among 320,000; inhibition, % at 5.96 µM; purified GLD-1 + fluorescein TGE RNA; Female germline-specific tumor suppressor gld-1 (Caenorhabditis elegans), Q17339; AID 2280, 2010;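 active = percent inhibition above a per-plate cutoff, the plate mean of test compounds plus 3 SD, cut at about 30% in these data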;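 also: 0% = DMSO wells with GLD-1 and probe and 100% = wells lacking GLD-1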
Fam108B counter: mouse Fam108B serine hydrolase inhibitors, primary screen, counter-screen for RBBP9 inhibitor project, biochemical, fluorescence polarization. inhibition, % at 9.51 µM. hit rate 0.33% among 300,000. recombinant Fam108B, FP-Rh probe fluorescence polarization;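 active = inhibition above the screen mean inhibition plus 3 SD, computed separately per campaign, cut at about 18% in these data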;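 also: inhibitors lower polarization as less probe binds the enzyme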
Yeast superoxide: reduction of superoxide in aged yeast, primary screen, HTS. S. cerevisiae aged cells, superoxide DHE fluorescence; hits give low values. superoxide response (% of plate mean), % at 10 µM. hit rate 0.18% among 330,000. AID 2690, 2010;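 active = superoxide response under a set limit, about three screen SD below normal, cut at about 65% in these data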;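 also: yeast aged for seven days with compound at 30 °C before DHE staining; 100% = average MFI of all compound-treated wells on the plate with controls excluded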
Efflux pump inh: inhibitors of Candida efflux pumps in yeast, primary screen, S. cerevisiae, Nile Red, multiplex; S. cerevisiae Candida pump triplex; inhibition, % at 10 µM; hit rate 0.44% among 330,000; AID 485275, 2010;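 active = plate passing quality check with inhibition over a set limit, or well fluorescence over plate mean plus 4 SD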;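 also: Nile Red retained in pooled yeast measured as flow cytometry median fluorescence; 0% = buffer negative control and 100% = Enniatin B positive control; higher means more Nile Red kept so more efflux inhibition; some compounds called inactive have numbers as strong as hits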
MEX-5 binding: MEX-5 zinc finger RNA-binding disruptors – biochemical, C. elegans, fluorescence polarization, MLPCN library, primary screen; hit rate 0.38% among 300,000; MEX-5/FITC-TCR2 RNA binding; hits give low values; activity score (negative = inhibition of binding), % at 10 µM; Zinc finger protein mex-5 (Caenorhabditis elegans), Q9XUB2;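 active = inhibition past about -25% in most replicates, and total fluorescence under double the plate's negative control median, limit read from the data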;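 also: 0% = DMSO and -100% = 5 µM competing unlabeled TCR2 RNA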
Target sequence (Q9XUB2 whole entry, looked up): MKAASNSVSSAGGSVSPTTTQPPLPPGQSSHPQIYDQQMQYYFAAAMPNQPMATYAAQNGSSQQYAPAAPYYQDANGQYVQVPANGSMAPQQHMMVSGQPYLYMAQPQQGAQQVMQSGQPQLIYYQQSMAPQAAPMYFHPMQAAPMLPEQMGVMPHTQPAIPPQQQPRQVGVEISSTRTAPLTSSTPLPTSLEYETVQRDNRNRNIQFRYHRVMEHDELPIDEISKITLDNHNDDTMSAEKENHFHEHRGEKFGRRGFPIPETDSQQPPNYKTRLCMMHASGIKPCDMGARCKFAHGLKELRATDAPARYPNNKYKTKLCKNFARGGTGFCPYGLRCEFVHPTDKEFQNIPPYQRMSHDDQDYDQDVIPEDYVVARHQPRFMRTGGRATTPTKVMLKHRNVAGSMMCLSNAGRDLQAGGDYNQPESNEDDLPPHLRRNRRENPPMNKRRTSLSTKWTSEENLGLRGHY
BCLXL inh: inhibitors of human Bcl-xL, primary screen, biochemical, fluorescence polarization, HTS. Bcl-2-like protein 1 (Homo sapiens), Q07817. GST-Bcl-xL / FITC-Bim BH3 peptide fluorescence polarization. inhibition, % at 10.9 µM. hit rate 0.7% among 320,000. AID 2129, 2009;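 active = inhibition above the mean of all tested compounds plus 3 SD, cutoff set per campaign, cut at about 30% in these data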;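 also: 0% = DMSO wells and 100% = unlabeled Bim-BH3 peptide competitor; inhibitors lower millipolarization by displacing the labeled peptide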
ZTA DNA inh: blocks Epstein-Barr virus ZTA, an EBNA-1 counter-screen; inhibition, % at 11 µM; ZTA-DNA binding, fluorescence polarization; hit rate 0.15% among 320,000; P03206; AID 2234; in the data active = inhibition above about 33%
Target sequence (P03206 whole entry, looked up): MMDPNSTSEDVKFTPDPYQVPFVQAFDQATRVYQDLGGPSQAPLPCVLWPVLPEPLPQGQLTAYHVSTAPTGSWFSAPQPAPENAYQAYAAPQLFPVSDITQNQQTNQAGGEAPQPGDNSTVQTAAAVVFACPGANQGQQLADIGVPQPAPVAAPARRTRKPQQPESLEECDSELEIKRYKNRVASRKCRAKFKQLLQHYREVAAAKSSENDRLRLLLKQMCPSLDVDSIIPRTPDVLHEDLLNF
* marks the source's active call; other numbers are inactive results; · = no result given.

SMILES	EBNA-1 inhibitor	MCL1-BIM inh	GLD-1 TGE inh	Fam108B counter	Yeast superoxide	Efflux pump inh	MEX-5 binding	BCLXL inh	ZTA DNA inh
CCOc1ccc(CCNC(=O)CS(=O)Cc2nc(-c3ccc(OC)cc3)oc2C)cc1OCC (configuration not stated)	1.8	1.7	0.9	-2.8	102.2	0.0	-0.2	1.7	3.4
Cc1ccc(O)c(N=Cc2cccs2)c1	-4.7	-6.1	-0.7	4.1	102.4	0.0	0.0	-4.8	-1.3
Cc1ccc(S(=O)(=O)N/N=C/c2c[nH]c3ccccc23)cc1	-0.1	-1.0	1.2	-0.9	93.6	0.1	1.1	2.5	5.6
Cc1cn(CC2COC(C)(C)O2)c(=O)[nH]c1=O (configuration not stated)	6.5	5.2	6.6	1.6	99.4	0.1	0.7	6.5	13.6
COc1ccc(-c2cc(C(=O)Nc3ccc(S(=O)(=O)Nc4onc(C)c4C)cc3)c3ccccc3n2)cc1	10.1	-5.5	4.0	5.1	94.4	0.1	-1.2	4.5	8.6
CCNC(=O)COC(=O)CNC(=O)c1cc(Cl)cc([N+](=O)[O-])c1	-2.8	-5.6	3.5	4.0	112.5	0.2	-3.4	5.1	-12.0
Cc1ccc(S(=O)(=O)N2CCC(C(=O)NCCN3CCCCCC3)CC2)cc1	-5.9	2.6	-1.9	-0.1	96.0	0.2	4.0	7.4	-7.6
CC(C)(C)c1csc(CS(=O)(=O)c2ccccn2)n1	1.0	-1.6	9.5	1.2	90.0	-0.3	-0.9	-0.4	-19.0
CC(/C=N/NC(=O)C(O)c1ccccc1)=C\c1ccccc1 (configuration not stated)	1.3	0.7	3.4	-7.0	103.6	0.3	1.1	-1.2	-0.7
COc1ccc(NC(=O)CSc2ccc3nnc(CCNC(=O)c4ccccc4)n3n2)cc1	3.1	2.6	8.0	5.5	107.3	0.0	-4.1	1.8	-4.9
COCCNC(=S)N1CCC(NC(=O)C23CC4CC(CC(C4)C2)C3)CC1	-3.3	-2.0	-3.0	6.8	98.2	0.0	-1.1	3.0	-10.4
COc1cc(NC(=O)CSCc2cnn(-c3ccccc3)c2-n2cccc2)cc(OC)c1	-3.4	1.8	-4.4	-8.1	117.9	0.1	1.1	3.0	-26.9
CN1CCN(c2nc(-c3cccc([N+](=O)[O-])c3)nc3ccccc23)CC1	-8.0	0.7	1.4	-3.3	106.9	0.4	1.0	2.3	-0.1
O=C(O)CCCCCN1C(=O)/C(=C/c2ccncc2)SC1=S	6.8	12.3	-4.3	2.9	80.1	0.7	-0.1	7.0	7.3
C[C@@H]1CN(Cc2nc(-c3cccs3)no2)C[C@H](C)O1	-4.9	-4.9	-5.0	-3.6	100.9	0.1	1.8	-0.1	-0.6
Cc1ccc(N2CC(C(=O)NCCC3=CCCCC3)CC2=O)cc1 (configuration not stated)	-10.3	0.6	-1.0	-3.2	100.5	0.3	0.9	2.0	-12.7
N#CCCN(CCC#N)C(=O)c1ccc(Cl)cc1	2.3	-2.5	-0.8	3.9	99.5	-0.1	-0.4	6.6	-5.7
CCOC(=O)[C@H]1[C@H]2COc3ccc(Br)cc3[C@@H]2N2C(=O)c3ccc(F)cc3NC(=O)[C@@]12C	-6.5	7.1	5.0	-3.3	·	·	·	3.7	-9.7
COc1ccc(/C(C)=N/NC(=O)CNC(=O)c2cccnc2)c(OC)c1	14.4	-7.1	1.2	4.7	86.6	-0.1	-0.6	2.9	5.5
O=c1[nH]nc(Cc2ccc(Cl)cc2Cl)c2ccccc12	-14.2	-5.1	-1.0	-3.5	132.4	-0.1	2.1	-0.2	-23.7
CC(=O)c1ccc(S(=O)(=O)N2CCn3cccc3C2C)cc1 (configuration not stated)	·	41.7*	19.6	·	106.4	-0.1	·	42.8*	-20.7
COc1ccc(NS(=O)(=O)c2cc(C(=O)Nc3ccccc3C(=O)O)ccc2C)cc1	6.5	-4.3	-4.3	-3.1	112.3	0.2	-3.4	0.8	5.7
CNC(=S)NNC(=O)c1cccs1	-1.6	12.5	7.1	0.0	101.6	0.0	-3.2	1.7	0.2
Cc1cccc(C)c1NC(=O)COc1ccc2c(C)c(Cc3ccccc3)c(=O)oc2c1C	-1.3	-4.7	1.4	2.5	107.9	0.0	3.7	4.8	11.4
COc1cccc(NC(=O)N2CCCC2C(=O)Nc2cc(C)ccc2OC)c1 (configuration not stated)	-2.9	-0.8	-3.7	2.5	105.3	0.1	2.0	4.1	-2.7
CCOC(=O)C1CCCN(CCC(=O)Nc2cc(C)ccc2C)C1 (configuration not stated)	3.3	-2.1	-0.9	-1.9	73.0	-0.1	-0.9	-0.3	6.6
COc1ccc2c(c1)c(-c1csc(N)n1)c(C)n2C	-10.3	8.2	1.0	6.9	99.3	0.0	2.2	1.3	-24.5
CCN(Cc1ccncc1)Cc1nc(-c2ccc(C(=O)OC)cc2)no1	1.2	0.6	1.5	-3.0	91.7	0.2	0.4	6.8	2.3
O=C1C=C(c2ccc3c(c2)OCCO3)C[C@@H](c2ccc(F)cc2)C1	·	-0.5	10.6	·	89.1	-0.3	·	0.2	-3.7
Cc1csc2c(N3CCN(C(=S)Nc4ccc(F)cc4F)CC3)ncnc12	-3.2	2.8	3.6	-1.6	89.8	0.0	1.1	7.1	-6.4
Cc1nn(Cc2ccc([N+](=O)[O-])cc2)c(=O)n1-c1cccc(Cl)c1	-4.3	1.2	-2.5	1.4	99.7	0.0	1.4	5.0	-2.3
COc1ccc(NC(=S)NC2CC3CCC2C3)c(OC)c1 (configuration not stated)	5.4	12.3	-0.8	-0.7	107.7	-0.2	-1.2	4.0	10.6
CC(C)=C1C2CC2C2C(C(=O)O)C12 (configuration not stated)	6.1	3.9	-2.6	-2.3	98.8	0.1	1.6	10.0	-1.7
O=C1CC(N(CCc2ccccc2)C(=S)Nc2ccccc2)C(=O)N1c1ccc(F)cc1 (configuration not stated)	0.9	2.2	2.3	-18.8	86.3	0.2	·	1.6	-12.7
CC(CCc1ccco1)NC(=O)Cn1ncc2c(=O)oc3ccccc3c21 (configuration not stated)	-3.3	-4.0	0.8	5.3	114.9	0.2	3.7	-3.0	-1.0
O=C(c1ccc2c(c1)OCCO2)N1CCN(S(=O)(=O)c2c(F)cccc2F)CC1	·	1.0	-2.0	·	98.7	-0.3	·	7.1	-8.7
O=C(Nc1ccccc1Cl)Nc1ccnn1C1CCN(C(=O)CCN2CCCO2)CC1	-1.8	11.0	2.1	1.1	78.3	0.0	4.8	4.2	10.9
Cc1cc(C)n2nc(C(=O)OCC(=O)c3ccccc3Cl)nc2n1	·	6.6	3.3	·	100.5	0.0	·	4.2	0.3
O=P(COCCOCCOCP(=O)(c1ccccc1)c1ccccc1)(c1ccccc1)c1ccccc1	2.4	1.8	-2.8	0.4	99.2	0.2	1.4	7.0	-9.5
O=C(Nc1cccnc1)c1cnn2cccnc12	-3.7	10.6	6.3	5.6	84.5	-0.1	2.7	5.4	-5.3
N/N=C(\Cc1cscn1)c1ccc(O)cc1O	5.0	4.1	-9.4	0.4	113.7	0.0	-1.7	1.4	12.7
CCN1CCN(c2ccc(Nc3ccnc4ccccc34)cc2)CC1	·	7.5	7.0	·	103.3	-0.2	·	9.4	-8.5
Cn1c(SCc2ccccc2Cl)nc2c1c(=O)[nH]c(=O)n2C	-9.8	-6.6	-7.8	-0.9	96.8	0.1	2.8	1.5	-11.4
COc1ccccc1C(C)NC(=O)c1ccc(C)o1 (configuration not stated)	12.1	-0.2	1.5	1.0	90.7	-0.1	1.1	6.1	17.1
COc1ccc(CCNC(=O)C/C(C)=N/NC(=O)COc2ccc(C)cc2Br)cc1OC	3.4	0.3	5.0	1.9	92.1	0.0	2.0	-3.2	-12.8
Cc1nonc1NC(=O)CSc1nc2c(C)cccc2cc1C#N	19.3	-3.5	14.6	-3.6	108.3	0.1	-2.3	19.6	-2.7
CN(C)C(=O)CSc1nnc(-c2cccnc2)n1-c1ccccc1	1.2	-4.3	6.6	2.0	96.2	0.0	-0.4	-0.5	-5.3
CN1CCc2c(sc3nc(SCC(=O)N4CCOCC4)nc(N)c23)C1	-3.3	16.3	4.3	-6.1	96.5	0.0	-5.0	21.8	6.0
Cc1ccc(CCNC(=O)c2ccc3nc4ccc(Cl)cc4c(=O)n3c2)cc1	10.0	1.4	-11.4	-6.4	115.4	0.1	-1.7	-1.6	8.3
O=C1C(Cc2ccccc2)NC(=S)N1c1ccccc1 (configuration not stated)	-2.2	9.3	7.1	-2.4	118.8	0.2	0.4	5.8	3.9
COc1ccc(/C(C)=N/NC(=O)c2cccc(S(=O)(=O)N3CCCC3)c2)c(O)c1	-6.6	4.6	4.8	6.1	83.8	-0.1	2.0	5.4	-4.5
CCCC/C(C)=N/NC(=O)C(=O)NCCc1ccccc1	-12.7	7.6	-3.7	-1.6	105.9	0.1	-0.1	0.9	-6.5
CC(C)Oc1ccc(C(CC(=O)N2CCOCC2)C(C)C)cc1 (configuration not stated)	-18.1	1.2	-4.0	1.0	97.8	0.0	2.2	5.0	3.6
Cc1ccc(S(=O)(=O)N(CC(=O)Nc2cc(C)ccc2C)C(=O)N2CCN(C)CC2)cc1	-0.6	1.6	2.4	1.4	100.8	0.0	0.9	-4.1	-10.4
CC(C)c1ccc(NC(=O)CCNC(=O)Cn2cnc3ccccc3c2=O)cc1	2.1	12.3	-2.6	3.8	92.0	0.2	1.3	4.6	-12.7
CCc1c(C)c2ccc(OCC(=O)OC)cc2oc1=O	2.7	2.9	2.0	4.6	101.2	-1.1	1.4	-1.5	-1.6
COc1ccc(C(=O)NC2CCCCCCC2)cc1OC	1.4	-0.2	-2.7	-1.5	112.5	0.0	·	1.8	-1.6
COc1ccc(CCNC(=O)Nc2ccccc2[N+](=O)[O-])cc1	-18.3	1.9	8.2	-1.4	114.0	1.0	-1.2	4.2	-9.3
CCOC(=O)c1nn(-c2ccc(Cl)cc2Cl)c(=N)c(C#N)c1C	-5.2	-58.9	-9.5	3.4	100.6	0.1	1.4	-11.2	0.8
COc1ccc(C(=O)N2CCN(c3nc(C4CC4)nc4sc(C)c(C)c34)CC2)cc1	0.0	7.5	-1.1	1.6	102.9	0.1	0.8	0.9	-11.1

Compound profiles, as listed above. Values in the order: EBNA-1 inhibitor, MCL1-BIM inh, GLD-1 TGE inh, Fam108B counter, Yeast superoxide, Efflux pump inh, MEX-5 binding, BCLXL inh, ZTA DNA inh
COc1ccc(CCNC(=O)Nc2ccccc2[N+](=O)[O-])cc1 in the list: -18.3, 1.9, 8.2, -1.4, 114.0, 1.0, -1.2, 4.2, -9.3
COc1ccc(C(=O)NC2CCCCCCC2)cc1OC in the list: 1.4, -0.2, -2.7, -1.5, 112.5, 0.0, ·, 1.8, -1.6
CCOC(=O)c1nn(-c2ccc(Cl)cc2Cl)c(=N)c(C#N)c1C in the list: -5.2, -58.9, -9.5, 3.4, 100.6, 0.1, 1.4, -11.2, 0.8
O=C1C(Cc2ccccc2)NC(=S)N1c1ccccc1 (configuration not stated) in the list: -2.2, 9.3, 7.1, -2.4, 118.8, 0.2, 0.4, 5.8, 3.9

Screening results as filed in PubChem BioAssay.
